BAP1 block – human BAP1 deubiquitinase inhibition | Q92560 | recombinant BAP1, Ub-AMC hydrolysis fluorescence kinetic; stronger effect = lower value | activity remaining (% of control), % at 20 µM | 72,000 tested, 0.48% active | AID 436;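 active = activity remaining at or below 50% of control, provided the compound also passes the data quality filters; inactive = the rest, including low values that fail the filters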;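 also: 100% = DMSO wells rate and 0% = substrate alone blank rate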
Target sequence (Q92560 whole entry, looked up): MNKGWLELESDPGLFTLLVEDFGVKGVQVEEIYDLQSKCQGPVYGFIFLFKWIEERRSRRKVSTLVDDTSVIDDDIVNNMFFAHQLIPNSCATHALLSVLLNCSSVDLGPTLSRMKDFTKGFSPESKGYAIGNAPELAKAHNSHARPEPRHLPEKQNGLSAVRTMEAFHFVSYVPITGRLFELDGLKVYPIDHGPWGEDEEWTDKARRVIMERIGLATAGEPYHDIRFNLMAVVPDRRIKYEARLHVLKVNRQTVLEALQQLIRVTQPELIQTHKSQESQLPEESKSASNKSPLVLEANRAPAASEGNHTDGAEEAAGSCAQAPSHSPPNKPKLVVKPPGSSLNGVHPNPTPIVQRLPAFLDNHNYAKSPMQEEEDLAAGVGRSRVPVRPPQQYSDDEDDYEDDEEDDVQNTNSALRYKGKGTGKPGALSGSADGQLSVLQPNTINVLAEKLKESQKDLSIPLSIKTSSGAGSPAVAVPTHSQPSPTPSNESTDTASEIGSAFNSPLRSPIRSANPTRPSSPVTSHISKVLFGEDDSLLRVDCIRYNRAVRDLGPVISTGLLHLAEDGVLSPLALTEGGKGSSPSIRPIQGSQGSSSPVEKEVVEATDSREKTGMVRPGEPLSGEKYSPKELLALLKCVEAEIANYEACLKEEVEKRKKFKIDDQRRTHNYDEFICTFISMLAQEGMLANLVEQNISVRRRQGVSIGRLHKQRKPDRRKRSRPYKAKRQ
HePTP inh – inhibitors of human HePTP phosphatase; 110,000 tested, 0.64% active; recombinant HePTP phosphatase activity, OD absorbance; inhibition, % at 20 µM; AID 521; in the data active = inhibition above about 50%;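 also: plate controls were vehicle for no effect and reference inhibitor for full effect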
Starred values were filed as active, the others as inactive; x = not tested or not shown; & = joins results of further samples.

nr	SMILES	BAP1 block	HePTP inh
1	O=C(O)c1ccc(NS(=O)(=O)c2ccc(Cl)c(C(=O)Nc3ccccc3)c2)cc1	73.8	x
2	CN1CCCCc2c1[nH]c1ccccc1c2=O	x	0.9
3	COCCOC(=O)C1=C(C)Nc2nc(C)nn2C1c1ccc(F)cc1 (stereo not given)	93.2	2.0
4	CCOC(=O)c1c(-c2ccccc2)csc1NC(C)=O	61.0	x
5	Cc1nc2cc(C(F)(F)F)ccc2n1C1CCN(CC(=O)N2CCOCC2)CC1	75.4	3.7
6	Cc1ccc(S(=O)(=O)N(CC(O)CN(CC(C)C)CC(C)C)c2cccc(C)c2)cc1 (stereo not given)	x	4.5
7	Brc1ccc(-c2nnc3ccc(N4CCN(c5ccccc5)CC4)nn23)cc1	103.2	14.9
8	COC(=O)c1cc(C(=O)Nc2nccs2)cc([N+](=O)[O-])c1	x	-13.5
9	CCc1ccc(NC(=O)C(=O)NCc2ccc3c(c2)OCO3)cc1	x	8.3
10	Cc1ccc(/C=N/NS(=O)(=O)c2ccc(C)cc2)cc1	x	7.5
11	CCCOC(=O)c1sc2nc3c(cc2c1N)C(=O)CCC3	80.4	8.2
12	CCOC(=O)CCN1C(=O)/C(=C/c2ccccc2)SC1=S	x	5.4
13	OCCOCCn1c2ccccc2c2ccccc21	113.8	0.4
14	COc1cccc(C(=O)Nc2cccc(OC(C)=O)c2)c1	73.5	10.5
15	Cc1[nH]c(=O)[nH]c(=O)c1S(=O)(=O)Nc1ccc(Oc2ccccc2)cc1	91.6	15.4
16	O=S(=O)(Nc1ccc(Br)cc1)c1ccc(Cl)cc1	x	-16.7
17	COCc1cc(=O)n2[nH]c(-c3ccccc3)cc2n1	89.6	6.8
18	O=C(NCc1cccs1)C1CCCN1C(=O)NC1CCCCC1 (stereo not given)	89.8	-10.9
19	O=C(Nc1ccccc1NC(=O)c1ccco1)c1ccco1	98.2	10.3
20	CC1N(c2ccccn2)c2ccccc2N1c1ccccn1	x	2.6

Continuation.
nr	SMILES	BAP1 block	HePTP inh
21	O=C(COc1ccccc1)Nc1ccc(Cc2ccncc2)cc1	x	-7.2
22	CCCc1[nH]nc2c1C(c1ccc(OC)c(Cn3nnc4ccccc43)c1)C(C#N)=C(N)O2 (stereo not given)	104.0	-5.8
23	O=C(Nc1ccc(-c2nc3ncccc3o2)cc1)c1cccc(OCc2ccccc2)c1	x	5.4
24	O=C(O)C1CCCCN1S(=O)(=O)c1cccc2nsnc12 (stereo not given)	128.9	-6.6
25	O=S(=O)(c1cccc(S(=O)(=O)N2CCC(N3CCCCC3)CC2)c1)N1CCOCC1	98.3	17.7
26	CCCCCOC(=O)C1=C(C)NC(=O)NC1c1ccccc1Cl (stereo not given)	x	0.1
27	COc1ccc(-n2c(=S)[nH]c3cc(C(=O)NCCCN4CCCC4=O)ccc3c2=O)cc1	103.3	5.4
28	COc1ccc(C(=O)N2CCN(c3ccc(C)cc3)CC2)cc1OC	95.4	2.8
29	COC(=O)C1(C(=O)OC)Sc2ccccc2C1=O	137.3	10.4
30	Cc1ccc(CCNC(=O)CC2Oc3ccc(C)cc3NC2=O)cc1 (stereo not given)	81.5	-6.4
31	CC(C)CC(NS(=O)(=O)c1ccc2c(c1)oc(=O)n2C)C(=O)N1CC=C(c2ccccc2)CC1 (stereo not given)	83.5	-2.8
32	Cc1nn(-c2ccccc2)c2c1/C(=N/O)CC(C)(C)C2	86.5	2.4
33	O=C(Cn1nc(C(F)(F)F)c2c1CCCC2)NCc1ccco1	103.2	8.2
34	COc1ccc(N2C(=O)c3ccccc3NC2c2ccc(OC)c(Cn3nc(C)c(Cl)c3C)c2)cc1 (stereo not given)	x	-7.1
35	CCCc1cc2c(=O)c(-c3ccc4c(c3)OCO4)c(CC)oc2cc1OC(=O)CC	99.2	x
36	O=C(NCc1ccccn1)c1cc(-c2ccccc2)nc2ccccc12	x	0.4
37	Cc1ccc(-n2c(Cc3cccn3C)nnc2SCC(=O)NCc2ccco2)cc1	88.9	x
38	CCOC(=O)c1ccc(N=CC2=C(O)CC(C)(C)CC2=O)cc1	88.3	9.5&-6.1
39	COc1ccccc1NC(=O)CN(c1ccccc1C)S(C)(=O)=O	x	-2.1
40	Cc1cccc(NC(=O)c2oc3c(c2C)C(=O)CC(C)(C)C3)n1	85.0	8.0

(further entries)
nr	SMILES	BAP1 block	HePTP inh
41	O=C1N2CN(C3CCCCC3)CN=C2SC1(CO)CO	69.3	-8.6
42	COc1ccc(OCCOC(=O)Nc2ccccc2)cc1	86.7	2.2
43	O=C(CC1S/C(=N\N=C2/CCCc3ccccc32)NC1=O)Nc1ccccc1C(F)(F)F (stereo not given)	x	-2.4
44	Cc1nn(-c2ccc(Cl)cc2Cl)c2c1C(=O)CC(C)(C)C2	x	2.4
45	C=CCOc1ccc(/C=C/C(=O)c2cccc(Br)c2)cc1	x	1.8
46	COc1ccc(NC2=NC3(CCCCC3)N=C(N)N2)cc1	100.8	-1.1&3.5
47	O=C(Cc1ccccc1)Nc1ccc(C(=O)O)cc1	102.0	1.9
48	Nc1nnnn1/N=C/c1cccc(Oc2ccccc2)c1	125.5	8.9
49	Cc1cc(C)cc(CSCC(=O)NCCSc2ccccc2)c1	x	6.7
50	CCOC(=O)CN1C(=O)NC(C)(c2ccc(OC(F)F)cc2)C1=O (stereo not given)	114.5	7.0
51	O=S(=O)(NCc1ccccc1Br)c1cccs1	111.6	5.4
52	CC1=C(C(=O)OCCc2ccccc2)C(c2ccccc2Cl)CC(=O)N1 (stereo not given)	x	-13.4
53	Cc1onc(-c2ccccc2Cl)c1C(=O)Nc1ccc(C(C)C)cc1	x	-10.8
54	CSc1nc(N2CCOCC2)c2c3c(sc2n1)CCCC3	81.2	14.6
55	COc1ccc(CCNC(=O)COc2ccc(Cl)cc2Br)cc1OC	x	-8.0
56	CCOC(=O)c1ccc(NC(=O)C(=O)NCc2ccc(C)cc2)cc1	x	5.1
57	CC1CCC(NC(=O)Cn2ncc3ccccc32)CC1 (stereo not given)	99.7	1.2
58	c1ccc2c(N3CCCC3)nc(-c3ccncc3)nc2c1	107.8	8.1
59	O=c1cc(N2CCOCC2)[nH]c(=O)n1Cc1ccc(F)cc1	87.8	8.2
60	CCCOc1cccc(-c2nnc(N)s2)c1	110.5	-2.9&0.9

The listing continues:
nr	SMILES	BAP1 block	HePTP inh
61	CC(CNS(=O)(=O)c1ccccc1)c1ccccc1 (stereo not given)	x	-2.3
62	CCOC(=O)C(C)Sc1nnc(Cn2c(=O)sc3ccccc32)n1-c1ccccc1 (stereo not given)	99.9	7.6
63	COc1cccc2c1N1C(=O)c3c(C(=O)O)cccc3C1CC2(C)C (stereo not given)	86.5	9.6
64	O=C(CSc1nccn1-c1ccccc1)Nc1ccc2c(c1)OCO2	93.1	6.1
65	COc1ccc(N(CC(=O)N2CCCCC2)S(=O)(=O)c2ccccc2[N+](=O)[O-])c(OC)c1	x	4.4
66	CCCCCOC(=O)Nc1nnc(CCC)s1	97.3	2.5
67	O=C(CCN1C(=O)/C(=C\c2cccs2)SC1=S)Nc1cccc(C(=O)O)c1	x	92.9*
68	O=C(Cc1ccccc1)Nc1nc(-c2ccccc2)cs1	x	-12.9
69	CC1(c2ccc3c(c2)OCO3)NC(=O)N(CC(=O)Nc2ccc(N3CCOCC3)cc2)C1=O (stereo not given)	107.2	6.7
70	CCN1CCN(c2nc3ccccc3nc2C(C#N)C(=O)OC2CCCCC2)CC1 (stereo not given)	112.6	4.2
71	COCCNC(=O)c1ccc(Cn2c(=S)[nH]c3cc4c(cc3c2=O)OCO4)cc1	102.7	9.4
72	Cc1cc(C)n2nc(-c3cccc(F)c3)cc2n1	x	2.2
73	C=CCn1c(C)cc(C(=O)CSc2nnc(Cc3ccccc3)o2)c1C	x	4.6
74	COCCn1cnnc1SCC(=O)Nc1ccccc1C(=O)Nc1ccc2c(c1)OCO2	99.5	7.6
75	CC(=O)Nc1ccc(S(=O)(=O)NC(C)C2C3CC4CC(C3)CC2C4)cc1 (stereo not given)	x	7.9
76	CS(=O)(=O)N1CCCC(C(=O)NCc2ccccn2)C1 (stereo not given)	94.0	3.4
77	CCN(Cc1ccccc1)C(=O)c1cc(C(=O)OC)cc([N+](=O)[O-])c1	x	6.5
78	CCC(=NC(C)c1ccccc1)c1c(O)n(C)c(=O)n(C)c1=O (stereo not given)	101.8	-5.5
79	O=C1NN(c2ccc(Cl)c(Cl)c2)C(=O)/C1=C/c1cccc([N+](=O)[O-])c1	x	-3.2
80	COc1ccc(OC)c(S(=O)(=O)n2cnc(C)c2)c1	x	-21.4

A portion of the results above:
nr	SMILES	BAP1 block	HePTP inh
78	CCC(=NC(C)c1ccccc1)c1c(O)n(C)c(=O)n(C)c1=O (stereo not given)	101.8	-5.5
79	O=C1NN(c2ccc(Cl)c(Cl)c2)C(=O)/C1=C/c1cccc([N+](=O)[O-])c1	x	-3.2
80	COc1ccc(OC)c(S(=O)(=O)n2cnc(C)c2)c1	x	-21.4

The listing picks up; the five compounds before the break are reprinted first.
nr	SMILES	BAP1 block	HePTP inh
76	CS(=O)(=O)N1CCCC(C(=O)NCc2ccccn2)C1 (stereo not given)	94.0	3.4
77	CCN(Cc1ccccc1)C(=O)c1cc(C(=O)OC)cc([N+](=O)[O-])c1	x	6.5
78	CCC(=NC(C)c1ccccc1)c1c(O)n(C)c(=O)n(C)c1=O (stereo not given)	101.8	-5.5
79	O=C1NN(c2ccc(Cl)c(Cl)c2)C(=O)/C1=C/c1cccc([N+](=O)[O-])c1	x	-3.2
80	COc1ccc(OC)c(S(=O)(=O)n2cnc(C)c2)c1	x	-21.4
81	COc1cccc2c3c(c(C)nc12)CC(C)S3 (stereo not given)	x	0.0
82	Cc1ccc(CNc2nc3ccccc3n3nnnc23)cc1	x	8.5
83	Cc1ccc(-c2nc(N/N=C/c3cccnc3)c3ccccc3n2)cc1	x	11.7
84	COc1ccc(NC(=O)CCN2C(=O)/C(=C/c3cccs3)SC2=S)cc1	x	-2.9
85	Cc1ccc(N(C(=O)CC2NC(=O)NC2=O)C2(C(=O)NC3CCCC3)CCCCC2)cc1 (stereo not given)	x	-1.7
86	O=C(Nc1cccnc1)c1cc(-c2ccc(Br)cc2)on1	80.7	-1.6
87	N=c1ccn2c(n1)OC1[C@@H](O)[C@@H](CO)O[C@H]12 (stereo not given in full)	92.8	x
88	COc1ccccc1NC(=O)CN(Cc1ccccc1)S(=O)(=O)c1ccccc1	x	4.9
89	Cn1c2c(c3cc(Cl)ccc31)CCCC2C#N (stereo not given)	x	-17.7
90	CCOC(=O)Cn1c(=O)n(C2CCCC2)c(=O)c2ccccc21	107.7	3.9
91	COc1ccc(C2/C(=C(\O)c3ccc([N+](=O)[O-])cc3)C(=O)C(=O)N2CCCCCC(=O)O)cc1 (stereo not given)	x	-1.0
92	COc1ccc(Br)cc1/C=N/NC(=O)C(=O)NC1CCCCC1	x	-5.7
93	COc1ccc(CNc2oc(COc3ccccc3)nc2C#N)cc1	x	-3.8
94	Cc1ccc2c(c1)C1CCCC3C1N2CC(=O)N3Cc1ccccc1 (stereo not given)	86.6	0.5
95	Cc1nn(C)c(C)c1S(=O)(=O)NC1CCCc2ccccc21 (stereo not given)	97.3	-1.6
96	CN(CCc1ccccn1)Cc1ccc(Cl)cc1	108.1	-11.9
97	O=C(Nc1cccnc1)c1ccc(CN2CCc3ccccc3C2)cc1	x	7.4
98	O=C(Nc1ccc(OC(F)(F)F)cc1)c1ccc(-c2cccc(Cl)c2)o1	x	-11.8
99	COC(=O)c1cc(N2C(=O)C3C4C=CC(C5CC45)C3C2=O)ccc1Cl (stereo not given)	x	-2.0
100	Cc1ccc(OCC(=O)Nc2ccc(C)c(Cl)c2)c(Br)c1	x	-2.5

(continued)
nr	SMILES	BAP1 block	HePTP inh
101	O=C(Nc1cccc(-c2cn3cccnc3n2)c1)c1ccco1	x	-5.0
102	COc1ccc(S(=O)(=O)N(CC(=O)N2CCCCCC2)c2ccc(C)cc2)cc1OC	x	11.8
103	COc1ccc(-n2c(=O)c3c4c(sc3n(CC(=O)NCc3ccco3)c2=O)CCC4)c(OC)c1	x	2.4
104	Cc1cc(/C=C2\C(=O)NC(=S)N(c3cccc(Br)c3)C2=O)c(C)n1C	x	7.5
105	COc1ccc(-n2nc3ccc(NS(C)(=O)=O)cc3n2)cc1Cl	x	-4.9
106	O=C(Nc1ccc(Br)cc1C(=O)O)c1cccc(N2C(=O)c3ccccc3C2=O)c1	x	102.3*
107	CCOC(=O)c1c(C)c(C(=O)Nc2cc(OC)ccc2OC)c(C)n1CC	68.8	2.0
108	CC1(C)C2CCC1(C)C(OC(=O)CCn1ccnc1)C2 (stereo not given)	89.7	1.8
109	CCCN(CCO)Cc1ccc(F)c(Br)c1	95.9	-1.3
110	CCOC(=O)c1c(C)c(C(=O)N2CCCCCC2)c(C)n1CC	79.6	1.3
111	COc1ccc(N2CC(C)Cn3c2nc2c3c(=O)n(CCc3ccccc3)c(=O)n2C)cc1 (stereo not given)	137.8	1.5
112	Cc1ccc(-c2nnc(-c3ccncc3)o2)cc1	x	1.8
113	CC(=O)c1ccc(NC(=O)C2CC(=O)N(c3ccc(F)cc3)C2)cc1 (stereo not given)	x	4.8
114	CC1CC(=O)NN=C1c1ccc(N2CCOCC2)c([N+](=O)[O-])c1 (stereo not given)	x	-0.9
115	Cc1sc2ncnc(SCC(=O)N3CCCC3=O)c2c1C	104.6	13.0
116	O=C(OC1CCOC1=O)c1cncc(Br)c1 (stereo not given)	91.8	2.3

Bioassay records: PubChem, several laboratories
